Screening data (PubChem)
MT1-MMP txn act – activates MT1-MMP transcription; HT1080 MT1-MMP promoter luciferase reporter, luminescence, overnight; stronger effect = higher value; 86,000 tested, 0.16% active; activation factor at 10 µM;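 active = activation factor of at least 2 for MT1-MMP transcription at 10 µM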
Candida biofilm – kills Candida albicans biofilms; C. albicans biofilm + clotrimazole, Alamar Blue; inhibition, % at 6 µM; 85,000 tested, 0.14% active; AID 834;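 active = inhibition above 20%; inactive = inhibition below 20%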;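 also: preformed 24 hr biofilms exposed to compound for 48 hr; 0% = biofilm without compound and 100% = blank killed by clotrimazole plus chlorhexidine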
Smad3 inh – blocks human Smad3 binding to FoxH1 peptide. inhibition, % at 25 µM. 88,000 tested, 0.29% active. P84022. TR-FRET Smad3/Dy647-FoxH1 peptide binding, europium anti-His;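 active = compounds that reduce the energy-transfer binding signal between the protein and its labelled peptide by more than half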;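 also: 0% = Smad3 plus labelled peptide maximal FRET and 100% = peptide-only background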
Target sequence (P84022 whole entry, looked up): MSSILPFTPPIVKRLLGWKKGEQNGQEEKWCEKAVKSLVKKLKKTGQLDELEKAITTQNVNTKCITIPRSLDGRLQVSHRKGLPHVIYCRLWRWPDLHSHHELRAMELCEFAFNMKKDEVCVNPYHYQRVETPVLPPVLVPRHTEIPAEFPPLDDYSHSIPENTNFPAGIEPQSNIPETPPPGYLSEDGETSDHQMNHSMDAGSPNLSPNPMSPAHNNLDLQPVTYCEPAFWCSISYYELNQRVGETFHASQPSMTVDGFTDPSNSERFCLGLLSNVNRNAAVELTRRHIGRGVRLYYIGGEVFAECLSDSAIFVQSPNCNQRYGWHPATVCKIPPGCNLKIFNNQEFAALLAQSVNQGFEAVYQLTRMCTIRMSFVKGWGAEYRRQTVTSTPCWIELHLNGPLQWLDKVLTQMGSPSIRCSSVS
* hit, by the source's call; [ ] = dose if it differs, or a comment. A portion of the library, so the mix of outcomes need not match the whole.

SMILES	MT1-MMP txn act	Candida biofilm	Smad3 inh
CCC[C@@H]1C[C@@H](C(=O)N[C@H]([C@@H](C)O)[C@H]2O[C@H](SC)[C@H](O)[C@@H](O)C2O)N(C)C1 (some centres undefined)	1.2	10.9	-7.9
O=C(C1CCN(Cc2ccccc2)CC1)N1CCCC1	1	-2.4	0.7
Cc1cccn2c(=O)c3cc(C#N)c(=NC(=O)c4ccncc4)n(Cc4ccco4)c3nc12	1.1	2.2	3.4
NC(=O)CC(O)c1cccc(Cl)c1 (centres undefined)	1.1	5.2	3.0
Cc1coc2cc3oc(=O)c4c(c3cc12)CCC4	1.1	5.6	7.8
c1cncc(-c2nc(Oc3ccc(-c4nnco4)cc3)c3c4c(sc3n2)CCCC4)c1	1.2	4.1	-4.7
COc1ccccc1-c1nn2c(-c3ccccc3Cl)nnc2s1	1.2	6.8	1.6
Cc1ccc(CN2C(=O)/C(=C3\SC(N4CCOCC4)=NC3=O)c3cc(Br)ccc32)cc1	1.2	4.3	-1.5
COC(=O)C1(C)Nc2ccccc2C(=O)N1c1ccccc1OC (centres undefined)	1	11.4	2.4
Cc1ccc2c(nc3s/c(=C/c4cccs4)c(=O)n32)c1C	1.5	8.4	8.2[fluorescence artefact?]
O=C(CCn1c(=O)c2ccccc2n(Cc2cc(=O)n3ccccc3n2)c1=O)NCc1ccco1	1.4	8.0	-3.7
O=C(O)CN1CCOCCOCCN(CC(=O)O)CCOCCOCC1	1	2.0	-3.6
Cn1c(=O)[nH]c(=O)c2c1nc(N1CCCCCC1)n2CCSc1nc2ccccc2o1	1.1	15.9	3.0
CCCOc1ccc(/C(O)=C2/C(=O)C(=O)N(CCN(CC)CC)C2c2ccncc2)cc1 (centres undefined)	1	7.0	-7.2
CCN(CC)S(=O)(=O)c1ccc(C(=O)OCCN2C(=O)CCC2=O)cc1	1.2	7.8	3.3
COc1ccc(-c2cn3c(C)c(C(=O)N4CCc5ccccc5C4)sc3n2)cc1	1	5.3	16.3
Nc1cccc(C(=O)Nc2ccc3nc(-c4cccnc4)[nH]c3c2)c1	1.1	3.7	-2.3
Cc1sc2nc(-c3cccs3)nc(N3CCCN(C)CC3)c2c1C	1.1	-1.7	5.0
Cc1ccc(-n2nc(C)c(C3C(C#N)=C(N)OC4=C3C(=O)CC(C)(C)C4)c2Cl)cc1 (centres undefined)	1	3.1	2.1
Cn1c(=O)c2c3c(sc2n2c(SCc4ccc5c(c4)OCO5)nnc12)COC(C)(C)C3	1.2	1.9	2.9
Cc1ccc2cc(CCNC(=O)c3ccco3)c(=O)[nH]c2c1C	1.5	11.3	1.4
N#Cc1cccc(NC(=O)NCCc2c[nH]c3ccccc23)c1	1	7.1	8.1
CN(C(=O)c1ccc(NC(=O)c2cnccn2)cc1)C1CCCCC1	1.1	5.0	10.5[fluorescence artefact?]
Cc1cccc(N2CCN(C(=O)C3CCCN(S(=O)(=O)c4cccc5cccnc45)C3)CC2)c1C (centres undefined)	1	14.9	5.6
Cc1ccc2c(=O)c(CN(C)C3CCN(C)CC3)c(C)[nH]c2c1C	1.1	5.2	-7.8
CCc1cc(-c2[nH]ncc2-c2ccc3c(c2)OCO3)c(O)cc1O	0.7	9.1	3.7
CCCn1c(SCC(=O)Nc2sc(C)c(C)c2C(=O)OC)nc2c1c(=O)n(C)c(=O)n2C	1.2	5.0	5.8
CC1CCCCC1NC(=O)c1nnc(Cc2ccc(Cl)cc2)o1 (centres undefined)	1	7.3	6.0
CCn1c(SCC(=O)N2CCc3ccccc32)nc2c(c1=O)SC(C)C2 (centres undefined)	1	6.6	8.0
CC(C)Cn1c(=O)c(C(=O)Nc2ccncc2)c(O)c2ccccc21	0.9	0.6	36.2[fluorescence artefact?]
CCSc1nc(-c2cccs2)nc2c1c(=O)n(C)c(=O)n2C	1.1	-8.2	6.0
COc1ccc2nc(NC(=O)c3cccc(OCc4c(C)noc4C)c3)sc2c1	0.6	-3.3	7.3
CC1=C(C(=O)Nc2ccccc2)C(c2ccccn2)n2nc(CCCO)nc2N1 (centres undefined)	1.2	4.1	1.3
CCOC(=O)c1cc2c(=O)n(C)c3ccccc3c2s1	1.3	0.4	-4.5
Cc1cc(C)cc(N(CC(=O)NC2CCCCC2)C(=O)CCC(=O)Nc2cc(C)ccn2)c1	1.1	8.4	-0.8
Cc1nn(-c2ccccn2)c2c1C(c1ccsc1)C1=C(CCCC1=O)N2 (centres undefined)	0.9	3.4	9.0
O=c1c2c3nc4ccccc4nc3n(-c3cccc(F)c3)c2ncn1Cc1ccc2c(c1)OCO2	1	4.2	2.0
Cc1sc2nc3n(c(=O)c2c1C)Cc1ccccc1-3	1.9	10.8	-3.7
Cc1nc2ccccn2c1/C(O)=C1\C(=O)C(=O)N(CCCN(C)C)C1c1ccc(Cl)cc1 (centres undefined)	1.2	6.0	-2.4
CCN(CC)C(=O)C1CCCN(c2ncnc3c2cnn3-c2ccc(Cl)cc2)C1 (centres undefined)	0.6	8.6	10.4
COc1ccc(-c2nc(CN3CCC(C(=O)NC4CCCc5ccccc54)CC3)c(C)o2)cc1OC (centres undefined)	1.2	-6.2	0.6
Cn1c2c(c(=O)n(C)c1=O)C(c1cc3c(cc1Br)OCO3)CC(=O)N2 (centres undefined)	1.1	10.3	-0.1
CC(C)CCOc1cccc(C2c3c(oc4ccccc4c3=O)C(=O)N2CCCN2CCOCC2)c1 (centres undefined)	1.1	6.7	4.4
COCCCNC(=O)c1ccc(Cn2c(=O)[nH]c3ccccc3c2=O)cc1	1.1	8.9	4.9
COc1ccc(CSc2nnc3n(C)c(=O)c4c5c(sc4n23)CCCC5)cc1	0.9	1.8	-7.7
CCOc1ccccc1Nc1nc2ccccc2n2cnnc12	1.1	14.2	-1.2
O=C(CCCCC(=O)N1CCN(c2ccccc2)CC1)N1CCN(c2ccccc2)CC1	1.2	2.9	3.4
CC1CCCCC1NC(=O)CSc1nc2ccccc2c(=O)n1Cc1ccco1 (centres undefined)	1.2	4.3	-11.7
C=CCSc1nnc(Cn2c(=O)sc3ccccc32)n1C	1.1	-14.2	-11.9
Cn1c(N2CCN(C(=O)C34CC5CC(CC(C5)C3)C4)CC2)nc2ccccc21	1.2	5.6	14.8[fluorescence artefact?]
CC1CCCN(C(=O)c2ccc3c(c2)C(=O)N(CCC2=CCCCC2)C3=O)C1 (centres undefined)	1.1	14.8	-7.0
CC(=O)C1=C(O)C(=O)N(c2cccc(C(=O)O)c2)C1c1ccc(F)cc1 (centres undefined)	1	-1.8	4.8
Cc1nccc2[nH]c(=O)c(C(=O)NC3CCN(Cc4ccccc4)CC3)cc12	1	6.6	7.7
CCCCNC(=O)C(C#N)c1nc2ccccc2nc1N1CCN(Cc2ccc3c(c2)OCO3)CC1 (centres undefined)	1.2	10.0	-2.5
Cc1nc2c3c(-c4ccccc4)nc(N4CCOCC4)nc3nn2c(C)c1CCC(=O)O	1.1	3.2	-3.2
COC(=O)c1ccccc1NC(=O)Cn1cnc2c1c(=O)n(C)c(=O)n2C	1.1	6.2	4.2
Fc1ccccc1N1CCN(c2ncnc3[nH]ncc23)CC1	1.3	-1.5	-3.6
COCCN1CN=C(Nc2nc(C)c3ccc(C)cc3n2)NC1	1	8.0	-0.4
CCOC(=O)C1CCCN(C(=O)Cn2ncc3c(=O)oc4ccc(C)cc4c32)C1 (centres undefined)	1.1	15.1	-0.8
COc1ccc(-c2nnc(CSc3ncnc4sc5c(c34)CCC5)o2)cc1OC	1.1	-2.8	-0.1

Given with two lines to a compound: entries from further up.
Every second line gives: MT1-MMP txn act, Candida biofilm, Smad3 inh
> COc1ccc(CSc2nnc3n(C)c(=O)c4c5c(sc4n23)CCCC5)cc1
    0.9, 1.8, -7.7
> CCOc1ccccc1Nc1nc2ccccc2n2cnnc12
    1.1, 14.2, -1.2
> O=C(CCCCC(=O)N1CCN(c2ccccc2)CC1)N1CCN(c2ccccc2)CC1
    1.2, 2.9, 3.4
> CC1CCCCC1NC(=O)CSc1nc2ccccc2c(=O)n1Cc1ccco1 (centres undefined)
    1.2, 4.3, -11.7
> C=CCSc1nnc(Cn2c(=O)sc3ccccc32)n1C
    1.1, -14.2, -11.9
> Cn1c(N2CCN(C(=O)C34CC5CC(CC(C5)C3)C4)CC2)nc2ccccc21
    1.2, 5.6, 14.8[fluorescence artefact?]
> CC1CCCN(C(=O)c2ccc3c(c2)C(=O)N(CCC2=CCCCC2)C3=O)C1 (centres undefined)
    1.1, 14.8, -7.0
> CC(=O)C1=C(O)C(=O)N(c2cccc(C(=O)O)c2)C1c1ccc(F)cc1 (centres undefined)
    1, -1.8, 4.8
> Cc1nccc2[nH]c(=O)c(C(=O)NC3CCN(Cc4ccccc4)CC3)cc12
    1, 6.6, 7.7
> CCCCNC(=O)C(C#N)c1nc2ccccc2nc1N1CCN(Cc2ccc3c(c2)OCO3)CC1 (centres undefined)
    1.2, 10.0, -2.5
> Cc1nc2c3c(-c4ccccc4)nc(N4CCOCC4)nc3nn2c(C)c1CCC(=O)O
    1.1, 3.2, -3.2
> COC(=O)c1ccccc1NC(=O)Cn1cnc2c1c(=O)n(C)c(=O)n2C
    1.1, 6.2, 4.2

New compounds follow
SMILES	MT1-MMP txn act	Candida biofilm	Smad3 inh
CCOc1cccc2cc(-c3csc(NC(=O)CCC(=O)N4CCN(C)CC4)n3)c(=O)oc12	1.4	4.1	3.6
COc1cccc(C2/C(=C(\O)c3c(C)nc4c(C)cccn34)C(=O)C(=O)N2CCCN(C)C)c1OC (centres undefined)	1.1	0.1	14.8
CSC1=C(C#N)C(c2ccccc2Cl)C2=C(CCCC2=O)N1 (centres undefined)	1	9.6	3.8
COc1cccc(/C(O)=C2/C(=O)C(=O)N(CCCN(C)C)C2c2cccc(Cl)c2)c1 (centres undefined)	1.1	9.2	15.9[fluorescence artefact?]
CC1CC(C(F)(F)C(F)(F)F)n2nc(C(=O)O)cc2N1 (centres undefined)	1.1	0.8	3.3
O=C(CCS(=O)(=O)c1ccc(Br)cc1)NCc1cccs1	1.1	1.9	3.1
COc1ccc(C)cc1NC(=O)C1CCCN(S(=O)(=O)c2c(C)noc2/C=C/N(C)C)C1 (centres undefined)	1.3	3.1	8.4
Cc1ccc(S(=O)(=O)c2cc3c(=O)n4ccccc4nc3n(C)c2=N)cc1	1.1	-2.1	-0.6
CCCC(=O)N1CCN(c2ccc(C(=O)c3ccc(OC)c(Br)c3)cc2F)CC1	1.1	9.9	7.9
CCOc1cc(-c2noc(CCCC(N)=O)n2)cc(Br)c1OC	1.2	10.4	-12.5
Cc1cccc(N)c1SC1CCCCC1O (centres undefined)	1	10.4	-6.7
COc1cccc(C(c2sc3nc(C)nn3c2O)N2CCC3(CC2)OCCO3)c1 (centres undefined)	1	6.9	3.6
Cc1nc(SCc2nnc(-c3ccc(Cl)cc3)o2)c2c3c(sc2n1)CCC3	1.7	-4.8	-5.7
Cc1ccc(N2C(=O)c3oc4ccccc4c(=O)c3C2c2cccnc2)nc1 (centres undefined)	1.3	2.6	1.9
CCOc1cc(-c2ccc3c(c2)OCO3)cc(=O)c2c(C)oc(C)c12	1.2	8.1	3.1
Cc1ccc2c(C)nc(NC3=NCN(CCc4ccccc4)CN3)nc2c1	1.4	1.7	-11.8[fluorescence artefact?]
Cc1cc(C)c2c(=O)n(CC(=O)N3CCC(Cc4ccccc4)CC3)sc2n1	1	-4.6	1.4
COc1ccc(C2C(C(C)=O)=C(O)C(=O)N2CCN(C)C)cc1OC (centres undefined)	1.2	6.6	9.7
COc1cccc(C2/C(=C(\O)c3c(C)nc4c(C)cccn34)C(=O)C(=O)N2CCCN(C)C)c1 (centres undefined)	1	-2.6	-1.5
O=C(NCCN1CCN(c2cccc(Cl)c2)CC1)c1cccn2c(=O)c3ccccc3nc12	1.1	-2.1	1.0
COC(=O)c1nnn(-c2nc(N3CCCCC3)nc(N3CCCCC3)n2)c1C	1.1	3.9	3.4
CCOC(=O)Cn1c(=O)c2c(nc3n2CCN3c2ccc(C)cc2)n(C)c1=O	0.9	-6.9	-4.4
COCCCn1c(=N)c(C(N)=S)cc2c(=O)n3cccc(C)c3nc21	1.1	7.8	-11.5
OC(CNC1CCCCC1)CN1CCN(CC(O)CNC2CCCCC2)CC1 (centres undefined)	1.1	2.0	5.3
COCCNC(=O)CN1C(=O)COc2ccc(Cl)cc21	1.1	2.9	-2.9
Cc1noc2nc(-c3cccs3)cc(-c3nnc4n3CCCCC4)c12	1	3.5	12.6
CS(=O)(=O)c1ncc(Cl)c(C(=O)Nc2ccc(N3CCOCC3)cc2)n1	1	2.8	-6.2
CCN1CCN(CCNC(=O)C2CCN(Cc3nc(-c4ccc(Cl)cc4)oc3C)CC2)CC1	1.1	11.1	-1.7
CCCOc1cccc(C2C(C(=O)c3ccc(C)o3)=C(O)C(=O)N2CCCN(C)C)c1 (centres undefined)	1.2	5.1	0.4
CN(C)CCCN1C(=O)C(O)=C(C(=O)c2cc3ccccc3o2)C1c1ccccn1 (centres undefined)	1.1	8.1	-0.9[fluorescence artefact?]
COC(=O)c1cc(-c2ccccc2)sc1NC(=O)c1cc(C)on1	1.1	1.2	-4.2
CC(C)c1nc(SCC(=O)NCc2ccc3c(c2)OCO3)c2c(=O)n(C)c(=O)n(C)c2n1	1	5.5	-6.0
CN(C)c1ccc(C2N(c3cccc(Cl)c3)C(=O)C3CCCN32)cc1 (centres undefined)	1.1	2.4	7.1
COc1ccc(CCn2c(-c3ccco3)nc3oc4ccccc4c(=O)c3c2=O)cc1	1.3	3.1	-5.9
